MEP2 TOR yeast – alters MEP2-GFP fluorescence in TOR pathway yeast screen | 330,000 tested, 0.51% active | GFP response vs DMSO, % at 10 µM | S. cerevisiae MEP2-GFP strain, flow cytometry GFP, 3 h; 100% = DMSO control level | AID 2016;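 active = GFP response versus DMSO above a set limit, roughly screen mean plus 3 SD, cut at about 180% in these data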;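 also: median GFP fluorescence of the barcode-gated MEP2-GFP cells per well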
VLA-4 inh – inhibition in a human VLA-4 binding assay; inhibition, % (about 7 µM as worked out from the volumes in the protocol); VLA-4 expressing cells, ligand binding flow cytometry; 330,000 tested, 0.2% active; in the data active = inhibition above about 50%
Target sequence (P13612 whole entry, looked up): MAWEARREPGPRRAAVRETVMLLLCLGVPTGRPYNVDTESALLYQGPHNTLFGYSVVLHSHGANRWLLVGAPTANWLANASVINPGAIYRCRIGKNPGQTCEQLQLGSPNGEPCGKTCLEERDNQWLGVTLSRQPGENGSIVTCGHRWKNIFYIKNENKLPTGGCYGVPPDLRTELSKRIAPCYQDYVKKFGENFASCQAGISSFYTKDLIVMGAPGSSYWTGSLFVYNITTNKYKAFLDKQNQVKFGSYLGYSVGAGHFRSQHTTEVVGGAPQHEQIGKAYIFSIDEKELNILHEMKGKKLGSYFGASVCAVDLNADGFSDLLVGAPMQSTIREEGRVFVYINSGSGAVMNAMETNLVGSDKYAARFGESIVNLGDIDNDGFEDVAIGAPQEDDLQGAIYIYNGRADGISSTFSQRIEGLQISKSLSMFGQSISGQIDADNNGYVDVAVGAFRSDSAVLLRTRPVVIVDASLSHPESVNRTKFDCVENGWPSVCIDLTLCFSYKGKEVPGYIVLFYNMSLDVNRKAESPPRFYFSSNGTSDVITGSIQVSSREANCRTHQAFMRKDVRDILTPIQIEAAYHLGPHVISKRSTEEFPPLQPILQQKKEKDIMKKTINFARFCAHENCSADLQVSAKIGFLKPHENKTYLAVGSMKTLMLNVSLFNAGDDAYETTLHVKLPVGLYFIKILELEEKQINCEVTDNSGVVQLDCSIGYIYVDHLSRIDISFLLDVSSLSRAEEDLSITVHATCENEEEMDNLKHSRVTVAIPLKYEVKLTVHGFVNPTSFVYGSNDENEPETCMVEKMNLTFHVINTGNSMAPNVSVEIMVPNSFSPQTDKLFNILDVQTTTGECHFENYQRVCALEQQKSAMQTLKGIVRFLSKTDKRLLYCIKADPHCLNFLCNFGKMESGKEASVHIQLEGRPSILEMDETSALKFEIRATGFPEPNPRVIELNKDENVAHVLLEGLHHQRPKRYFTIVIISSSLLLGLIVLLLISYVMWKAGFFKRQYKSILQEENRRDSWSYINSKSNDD
CIT2 TOR yeast – modulators of TOR pathway CIT2-GFP in S. cerevisiae; S. cerevisiae CIT2-GFP strain, flow cytometry, 3 h; 100 means same as DMSO wells; GFP response vs DMSO, % at 10 µM; 320,000 tested, 0.065% active;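 active = GFP response relative to DMSO above a set limit, near the screen mean plus 3 SD, cut at about 150% in these data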;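 also: ratio of well median GFP fluorescence to mean of DMSO wells on the plate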
LAP4-GFP MLPCN – alters LAP4-GFP fluorescence in TOR pathway yeast screen; S. cerevisiae LAP4-GFP multiplex, flow cytometry GFP, 3 h; median GFP as percent of DMSO wells; GFP response vs DMSO, % at 10 µM; 320,000 tested, 0.34% active;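 active = GFP response vs DMSO above a set limit, about the screen mean plus 3 SD, cut at about 150% in these data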
GASC-1 inh – blocks human GASC-1 demethylase activity; GST-JMJD2C(1-420) H3K9me3 demethylation, DELFIA europium; 330,000 tested, 0.069% active; inhibition, % at 2.35 µM;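 active = more than half of a compound's replicate wells show inhibition beyond 50%, single wells judged on their own value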;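 also: signal counts dimethyl H3K9 product captured on neutravidin plate; 0% = median of DMSO wells and 100% = 0.3 times that DMSO median; strong numbers were not always called active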
GRK2 aptamer HTS – blocks RNA aptamer binding to human GRK2; AID 488847; 330,000 tested, 0.59% active; inhibition of aptamer binding, % at 10 µM; bead flow cytometry, FAM-aptamer displacement from GRK2; P25098;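 active = inhibition of aptamer binding above 40%, roughly 3 SD of noise, on plates passing a quality check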;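 also: median bead fluorescence of bound FAM aptamer so fluorescent compounds give negative values; no value below 0 was filed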
AGP1-GFP MLPCN – alters AGP1-GFP fluorescence in TOR pathway yeast screen | S. cerevisiae AGP1-GFP multiplex flow cytometry, 3 h; GFP as percent of DMSO wells | GFP response vs DMSO, % at 10 µM | 320,000 tested, 0.02% active | AID 2066;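 active = GFP response relative to DMSO above a set limit, near screen average plus 3 SD, cut at about 150% in these data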;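 also: median GFP channel fluorescence of the gated AGP1 strain per well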
RPL19A TOR yeast – modulators of TOR pathway RPL19A-GFP in S. cerevisiae | S. cerevisiae RPL19A-GFP strain, flow cytometry, 3 h; hits give low values | 330,000 tested, 0.3% active | AID 2025 | percent response vs DMSO, % at 10 µM;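 active = percent response vs DMSO below 50%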;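 also: median channel GFP fluorescence of the barcoded RPL19A-GFP strain; ratio of sample median GFP to plate DMSO average so 100% = DMSO; lower means less RPL19A-GFP as with rapamycin TOR inhibition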
Numbers without * were called inactive; . = no result given; & = joins results of further samples. Compounds as they come. Share with any hit: about 1.7%.

(1) COc1ccc(CCN(C(=O)c2cccc(F)c2)C2CC(=O)N(c3ccc(OC)cc3)C2=O)cc1 (stereo not drawn)
(2) COC(=O)CCC(=O)c1oc2ccc(Br)cc2c1N
(3) COCCn1c(SCC(=O)N2CCCc3ccccc32)nc2c(c1=O)SC(C)C2 (stereo not drawn)
(4) COc1ccc(-c2noc(-c3ccccc3-c3ccccc3)n2)cc1OC
(5) CC1Cc2nc(SCC(=O)NCC3CCCO3)n(Cc3ccccc3)c(=O)c2S1 (stereo not drawn)
(6) COC(=O)c1cc2sccc2n1Cc1nc(-c2ccc(Cl)cc2)oc1C
(7) C=CCNC(=O)C1CC(=O)N(c2ccc(OCC(=O)Nc3ccc(Cl)cc3)cc2)C1 (stereo not drawn)
(8) Cc1nn(-c2ccccc2)c(C)c1/C=C/C(=O)OCC(=O)Nc1ncc(C(F)(F)F)cc1Cl

Compound,1,2,3,4,5,6,7,8
MEP2 TOR yeast,94,91,92,102,95,99,103,102
VLA-4 inh,-1,1,-6,2,19,7,13,14
CIT2 TOR yeast,100,78,110,95,77,88,107,88
LAP4-GFP MLPCN,101,106,98,.,83,90,94,82
GASC-1 inh,-10,-2,-4,26,-11,3,9,-1
GRK2 aptamer HTS,26,0,5,0,2,0,1,1
AGP1-GFP MLPCN,102,88,95,94,85,99,107,89
RPL19A TOR yeast,.,98,96,99,115,94,101,105

(9) Nc1ncc(Br)cc1S(=O)(=O)NCCc1ccccc1
(10) CC(C(=O)N1CCCCC1)N(C)CC(=O)Nc1cccc(F)c1 (stereo not drawn)
(11) O=C1C=C(c2cccc(Br)c2)C[C@@H](c2ccc(Cl)cc2)C1
(12) Cc1c(N(C(=O)c2ccccn2)C2(C(=O)NC3CCCCC3)CCCCC2)c(=O)n(-c2ccccc2)n1C
(13) O=C(NCc1ccccn1)c1cc2n(n1)C(C(F)(F)F)CC(c1ccco1)N2 (stereo not drawn)
(14) Cc1cc(Nc2ccccc2F)n2ncnc2n1
(15) CC1(C)NC(=O)N(CCSc2ccc(Cl)cc2)C1=O
(16) CNc1nc2c(c(=O)n(C)c(=O)n2C)n1CCCc1ccccc1

Compound,9,10,11,12,13,14,15,16
MEP2 TOR yeast,108,97,93,101,105,98,102,103
VLA-4 inh,-1,25,8,13,1,5,35,-1
CIT2 TOR yeast,101,97,88,101,90,101,100,98
LAP4-GFP MLPCN,106,96,100,99,95,102,102,102
GASC-1 inh,-21,.,.,-43,-10,9,3,3
GRK2 aptamer HTS,1,2,0,0,0,1,2,5
AGP1-GFP MLPCN,103,100,99,100,99,105,104,100
RPL19A TOR yeast,100,99,94,101,99,99,99,101

Reprinted from the part before: 3 entries; new compounds follow.
(14) Cc1cc(Nc2ccccc2F)n2ncnc2n1
(15) CC1(C)NC(=O)N(CCSc2ccc(Cl)cc2)C1=O
(16) CNc1nc2c(c(=O)n(C)c(=O)n2C)n1CCCc1ccccc1
(17) O=C(NCc1ccc(F)cc1)Nc1ccc(Cl)cc1
(18) O=C(Nc1cccc(F)c1)C1CCCN(C(=O)c2ccc(Cl)cc2)C1 (stereo not drawn)
(19) CCCC(=O)Nc1ccc(C(=O)N/N=C/c2ccc([N+](=O)[O-])o2)cc1
(20) COc1ccc(/C(C)=N/NC(=O)c2nnn(-c3nonc3N)c2-c2cccs2)cc1
(21) COc1ccc(/C=N/n2c(-c3cccs3)n[nH]c2=S)cc1
(22) COc1ccc(OCC(=O)NNC(=O)C(=O)N2CCCC2)cc1
(23) O=C1CCc2cc(S(=O)(=O)NCCCC(=O)N3CCN(Cc4ccc5c(c4)OCO5)CC3)ccc2N1
(24) Cc1cccc(NC(=O)c2ccccc2C(=O)O)c1

Compound,14,15,16,17,18,19,20,21,22,23,24
MEP2 TOR yeast,98,102,103,102,97,97,120,148,101,92,97
VLA-4 inh,5,35,-1,24,0,8,-2,7,12,5,-26
CIT2 TOR yeast,101,100,98,92,90,88,102,107,92,103,108
LAP4-GFP MLPCN,102,102,102,110,98,103,101,124,105,99,92
GASC-1 inh,9,3,3,-8,.,-1,-24,22,4,-7,3
GRK2 aptamer HTS,1,2,5,0,3,0,0,2,0,4,0
AGP1-GFP MLPCN,105,104,100,102,96,117,98,91,101,99,111
RPL19A TOR yeast,99,99,101,98,99,96,102,101,104,96,106

(25) Cc1ccc(C)c(OCC(O)CN2C(C)CCCC2C)c1 (stereo not drawn)
(26) COc1ccc(C(C(=O)NCC2CCCO2)N(Cc2ccco2)C(=O)c2snc(C(N)=O)c2N)cc1OC (stereo not drawn)
(27) COc1ccc(CN2CCNC(=O)C2CC(=O)NCC2CCOCC2)c(F)c1 (stereo not drawn)
(28) Cc1ccc(C(=O)N/C(=C\c2cccs2)C(=O)NCCCn2ccnc2)cc1
(29) COc1ccc(C)cc1NS(=O)(=O)c1ccc(-c2cnc(C3CC3)o2)cc1
(30) O=C(c1ccco1)N1CCN(Cc2nnc(-c3ccccc3F)o2)CC1
(31) CCCn1ncc(C(=O)NC2CCCN(Cc3ccc(Cl)cc3)C2)c1C (stereo not drawn)
(32) CC(C)(O)C#Cc1ccc(C(=O)NCCC(=O)O)s1

Compound,25,26,27,28,29,30,31,32
MEP2 TOR yeast,102,102,100,110,102,101,109,102
VLA-4 inh,6,2,16,16,7,-1,16,7
CIT2 TOR yeast,101,100,100,107,105,99,105,87
LAP4-GFP MLPCN,102,92,101,100,109,100,102,100
GASC-1 inh,4,-21,-5,-3,-4,-2,-9,1
GRK2 aptamer HTS,0,0,4,1,2,0,0,0
AGP1-GFP MLPCN,103,99,105,107,107,94,102,104
RPL19A TOR yeast,98,99,99,106,95,98,103,94

(33) Cc1cc(=O)[nH]c(N2CCN(C(=O)c3ccco3)CC2)n1
(34) COc1ccc(C(=O)Nc2ccc(N3CCN(C(=O)c4cccs4)CC3)cc2)cc1Br
(35) O=C(N/N=C/c1cc([N+](=O)[O-])cc([N+](=O)[O-])c1O)/C(=C\c1cccs1)NC(=O)c1ccccc1
(36) COc1c(Cl)cc(Cl)cc1C(=O)n1nc(C)cc1C
(37) COc1ccc(OC)c(NC=C2C(=O)OC(C)(C)OC2=O)c1
(38) Brc1ccccc1OCCCOc1cccc2cccnc12
(39) COc1cccc(CNC(=O)C(CCSC)NS(=O)(=O)c2ccc3c(c2)oc(=O)n3C)c1 (stereo not drawn)
(40) CCCN[C@H]1CCc2nc(N)sc2C1

Compound,33,34,35,36,37,38,39,40
MEP2 TOR yeast,105,107,101,93,100,102,104,99&104
VLA-4 inh,18,7,-17,3,16,-2,-10,14&-25
CIT2 TOR yeast,104,100,112,95,91,92,111,79&106
LAP4-GFP MLPCN,89,98,105,95,98,112,99,101&110
GASC-1 inh,-19,2,31,9,2,-1,4,-27&-16
GRK2 aptamer HTS,0,0,6,0,4,0,0,0&3
AGP1-GFP MLPCN,103,101,103,99,90,85,104,84&102
RPL19A TOR yeast,106,102,107,93,100,95,102,101&105

Compound profiles, as listed above. Screens in order: MEP2 TOR yeast	VLA-4 inh	CIT2 TOR yeast	LAP4-GFP MLPCN	GASC-1 inh	GRK2 aptamer HTS	AGP1-GFP MLPCN	RPL19A TOR yeast
COc1ccc(CCN(C(=O)c2cccc(F)c2)C2CC(=O)N(c3ccc(OC)cc3)C2=O)cc1 (stereo not drawn) is entered as 94	-1	100	101	-10	26	102	.
COc1cccc(CNC(=O)C(CCSC)NS(=O)(=O)c2ccc3c(c2)oc(=O)n3C)c1 (stereo not drawn) is entered as 104	-10	111	99	4	0	104	102

Next part:
(41) COc1ccc(C2CCCN2C(=O)Nc2ccc(Cl)cc2)cc1OC (stereo not drawn)
(42) CCN(CC)CCCn1c2c(c(SCC(=O)N3CCCc4ccccc43)nc1=O)CCC2
(43) COc1cc(C(C)=O)ccc1OCC(O)CN(CCO)Cc1ccccc1 (stereo not drawn)
(44) CCOC(=O)c1ccc(NC(=O)CC2NCCNC2=O)cc1 (stereo not drawn)
(45) O=C(COc1ccccc1)Nc1nnc(S(=O)(=O)N2CCCC2)s1
(46) COc1ccc(S(=O)(=O)N2CCOCC2)cc1NC(=O)CSc1nnc2c(n1)[nH]c1ccccc12
(47) O=C(Cn1[nH]c(=O)c2ccccc2c1=O)NNC(=O)c1ccccc1
(48) CCCn1nc(NC(=O)C2CCCO2)c2cc3cc(C)ccc3nc21 (stereo not drawn)

Compound,41,42,43,44,45,46,47,48
MEP2 TOR yeast,104,96,97,102,102,93,102,100
VLA-4 inh,11,-35,1,-2,25,-2,16,-90
CIT2 TOR yeast,95,95,94,101,97,104,99,100
LAP4-GFP MLPCN,116,96,104,90,89,104,105,98
GASC-1 inh,1,10,12,-12,35,-7,-7,-9
GRK2 aptamer HTS,3,0,0,1,0,0,2,0
AGP1-GFP MLPCN,104,97,100,97,96,105,104,96
RPL19A TOR yeast,106,93,97,94,96,96,97,95

(49) Cn1nnc2cc(C(=O)Nc3ccccc3)ccc21
(50) CN(CC(=O)NCc1cccc(F)c1)C(=O)c1ccco1
(51) O=c1ccc(-c2ccc(S(=O)(=O)Nc3cccc(Br)c3)o2)n[nH]1
(52) COc1cc(/C=C/C2=CC(C)(C)NC(=S)N2)cc(OC)c1OC
(53) O=C1c2ccccc2-c2c1cccc2C(=O)N1CCCCCC1
(54) CCn1cc(S(=O)(=O)NCCc2ccccc2OC)cn1
(55) CCc1ccc(C(=O)NNC(=O)[C@H](C)NC(=O)c2ccco2)cc1
(56) N#C/C(=C\c1cccs1)C(=O)NCc1ccco1
(57) CCOC(=O)c1ccc(NC(=O)CSc2nncn2-c2cccnc2)cc1
(58) CCc1cc(=O)oc2cc(C)c(CN3CCCC3)c(O)c12

Compound,49,50,51,52,53,54,55,56,57,58
MEP2 TOR yeast,87,97,110,109,97,99,98,106,102,98
VLA-4 inh,-6,8,13,2,13,1,28,7,5,-12
CIT2 TOR yeast,80,98,104,103,92,109,91,103,101,106
LAP4-GFP MLPCN,101,87,92,92,86,93,91,100,97,90
GASC-1 inh,4,9,4,2,5,-5,.,-4,-3,10
GRK2 aptamer HTS,0,0,0,0,3,0,1,0,2,0
AGP1-GFP MLPCN,96,97,94,101,88,99,96,99,101,111
RPL19A TOR yeast,87,96,98,109,97,103,96,104,100,102

Screening results deposited in PubChem BioAssay by several laboratories.
